# PglD DTNB: C. jejuni PglD acetyltransferase inhibitors, primary screen, biochemical, DTNB colorimetric, single point. AID 602405, 2012. inhibition, % at 12.5 µM. purified PglD enzyme, DTNB colorimetric CoA detection. 360,000 compounds, 0.098% hits; in the data active means inhibition above about 16%, passing the limit was not always enough; further: strong numbers were not always called active
# FN deposition inh: inhibitors of fibronectin matrix deposition, primary screen, AH1F cells, Alexa488-fibronectin fluorescence, plate reader. AH1F fibroblasts, overnight. inhibition, % at 12.6 µM. 350,000 compounds, 0.086% hits;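 active means mean inhibition across replicates of 30% or more, regardless of how many single replicates reach that level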;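 further: positive control wells lacked labelled fibronectin entirely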
#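 Material – AH1F fibroblast monolayer, labelled fibronectin deposition · Reagent – labelled fibronectin 24 nM · Timing – 1 h adhesion, overnight exposure · Measured by – fluorescence at 485 nm excitation, 525 nm emission · Read-out – inhibition of fibronectin deposition signal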
# Cneo AK release: Cryptococcus neoformans cell lysis inducers, primary screen, AK release luminescence, single concentration; lysis activity, % at 15 µM; C. neoformans lysis, adenylate kinase release luminescence, 4 h; normalised: neutral wells 0, clomiphene wells 100; 360,000 compounds, 0.2% hits;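 active means mean lysis activity across replicates of at least 80%, whatever share of replicates individually reach that level; inactive means mean lysis activity below 80%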
#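 Material – Cryptococcus neoformans yeast cells · Quantity – 5 × 10^6 yeast cells/mL · Buffer or medium – YPD medium · Compound – single dose · Timing – 4 h static compound exposure, 37 °C, read 1 h post-reagent · Signal – adenylate kinase release luminescence · Read-out basis – lysis from increased AK signal · Benchmarks – Clomiphene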
# PGC1a acetyl inh: inhibitors of PGC1a acetylation signal, primary screen, cell-based, U2OS, AlphaScreen, inhibitor mode. 350,000 compounds, 0.17% hits. AID 651687, 2012. AlphaScreen anti-acetyl-lysine; with virally co-expressed GCN5 acetyltransferase. inhibition, % at 15.6 µM;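 active means every replicate shows inhibition of at least 40%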;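 further: 0% = neutral control wells and 100% = positive control wells; some results beyond the cut were filed as inactive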
# Statin myotox sup: suppressors of statin myotoxicity in C2C12 myotubes, primary screen, cell-based, single point, plate reader; C2C12 myotubes + simvastatin, ATP luminescence, 48 h; scaled: DMSO 0, geranylgeraniol control 100; AID 602340, 2012; 330,000 compounds, 0.78% hits; rescue of ATP level, % at 7.49 µM;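 active means mean ATP rescue above about 67%, or every replicate alone reaching that limit, limit read from the data, passing the limit was not always enough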;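 further: myotubes were challenged with 10 µM simvastatin during compound exposure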
# F508del corr: F508del CFTR correction, initial screen, CFBE line, single point | CFBE cells, YFP halide quenching; stimulated with forskolin plus potentiator P3; % fluorescence drop versus neutral controls | activity (quench increase), % at 7.58 µM | 350,000 compounds, 0.36% hits;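 active means mean added fluorescence quench of at least 8% versus neutral control, with both replicates also reaching 8%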;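 further: cells transiently co-express mutant CFTR-F508del with the halide-sensitive YFP; corrector assay measuring rescue of mutant channel to the surface after 24 h compound exposure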
# miR-122 sensor: miR-122 Renilla sensor signal increase in Huh7, primary screen, miR-122 inhibitor project, cell-based, single point, plate reader; Huh7 miR-122 Renilla luciferase sensor, 48 h; neutral wells = 0, positive control = 100; AID 602342, 2012; activation (reporter increase), % at 12.5 µM; 340,000 compounds, 0.3% hits;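 active means mean replicate activation score at least 90 and every replicate individually at or above 90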;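 further: higher luciferase means less miR-122 activity so hits act as miR-122 inhibitors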
# INS-1E GSIS act: GLuc luminescence reporter in INS-1E cells, primary screen for activators of glucose-dependent secretion of insulin | 370,000 compounds, 0.61% hits | INS-1E GLuc reporter insulin secretion, 2-3 h | activation, % at 16.6 µM;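 active means lowest replicate activation of at least 40%, so every replicate reaches that level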;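 further: 0% = median of neutral control wells and 100% = median of IBMX positive control wells; some compounds called inactive have numbers as strong as hits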
# Numbers without * were called inactive; · = not tested or not shown; & = joins results of further samples; [ ] = another dose, or the depositor's remark. No enrichment for hits; any-hit rate near 2.1%.
Structure	PglD DTNB	FN deposition inh	Cneo AK release	PGC1a acetyl inh	Statin myotox sup	F508del corr	miR-122 sensor	INS-1E GSIS act
COc1ccc2c3c(n(C)c2c1)[C@H](CO)N(C(=O)c1ccccc1)CC31CCN(C(=O)c2ccccc2)CC1	·	8.2	·	22.0	·	-0.3	·	-7.4
Cc1ccc(-c2csc(N3CCN(c4cc5c(cc4Cl)nc(C(C)N)n5CCCO)CC3)n2)cc1 (stereo not drawn)	4.7	8.7	-0.9	-9.9	-3.8	-1.9	-1.3	·
C[C@@H]1CN([C@H](C)CO)C(=O)Cc2cc(NC(=O)Cc3cn(C)c4ccccc34)ccc2O[C@@H]1CN(C)Cc1ccccc1	-1.0	·	-22.1	·	47.8	4.1	-4.9[16.7 µM]	-10.5
O=C(NC(Cc1ccccc1)c1ccc2c(c1)OCCCO2)c1ccccc1F (stereo not drawn)	-9.8	4.5	1.2	-0.5	12.9	·	2.3	12.8
Cc1ccc(S(=O)(=O)N(C)C[C@@H]2OCCCC[C@H](C)Oc3ccc(NC(=O)C4CCCCC4)cc3C(=O)N([C@@H](C)CO)C[C@H]2C)cc1	-1.4	·	-3.7	-15.6	-78.9	-1.9	-12.5[16.7 µM]	1.1
CCCNC(=O)N(C)C[C@@H]1Oc2ncc(-c3cccc(C#N)c3)cc2C(=O)N([C@@H](C)CO)C[C@H]1C	1.4	·	·	-2.7	-8.8	-0.2	·	12.7
O=C(Nc1ccc(OC(=O)c2ccncc2)cc1)c1ccncc1	-1.4	-5.4	-1.2	-47.6	8.4	·	-3.7	·
COc1ccc(-c2cc3c(=O)n(CC(=O)Nc4ccc(Cl)cc4)ncn3n2)cc1	·	4.1	·	5.4	9.3	-0.1	-3.9	-0.9
CO[C@H]1CN(C)C(=O)c2cc(NC(C)=O)ccc2OC[C@H](C)N(C(=O)C2CCOCC2)C[C@H]1C	1.5	-1.2	-0.3	-3.1	6.0	-0.7	·	10.4
O=C(C[C@@H]1C[C@H]2c3cc(NC(=O)NC4CCCC4)ccc3O[C@H]2[C@@H](CO)O1)NCc1cccc(F)c1	1.2	·	-4.1	-3.9	-1.2	-1.4	1.4[16.7 µM]	14.9
Cc1nn(CC(=O)N2CCN(c3ccc(Cl)cc3)CC2)c(=O)c2cccn12	0.5	0.6	0.9	2.0	-3.1	-2.2	1.3	-1.7
CCNc1c(NC(=O)COc2ccc(Cl)cc2)c(=O)oc2ccccc12	3.4	-1.6	3.5	-33.0	-4.2	1.4	3.5	-1.5
C/C=C/c1cnc2c(c1)C(=O)N([C@H](C)CO)C[C@H](C)[C@@H](CN(C)C(=O)Nc1ccccc1F)O2	-2.8	·	-6.2	-4.8	1.9	-1.3	-1.0[16.7 µM]	9.8
COc1ccc(NC(=O)COC(=O)c2ccc(OCc3ccccc3Cl)c(OC)c2)c(OC)c1	-2.6	-3.0	-6.7	11.3	·	·	0.2	8.3
CC1(C)CC(=S)Nc2ccccc2S1	-3.4	-0.5	33.7	-0.1	41.3	·	-7.8	·
Cc1cc(=O)[nH]c(N/N=C/c2ccc(F)cc2)n1	-0.3	-2.3	-1.7	2.3	-2.8	-0.1	·	-3.7
O=C(NCCN1CCOCC1)C1CCC(=O)N1C1CCCCC1 (stereo not drawn)	-3.0	·	1.6	-0.4	14.7	·	-11.3	·
COCCNc1nc2nonc2nc1N1C[C@H]2CC[C@H]1C2	2.2	·	0.7	-7.0	13.9	4.8	10.0	19.5
C[C@@H]1CN([C@H](C)CO)C(=O)c2cc(-c3cncnc3)cnc2O[C@H]1CN(C)CC1CCOCC1	-1.3	-2.5	-4.3	5.3	37.3	-0.8	-0.2[16.7 µM]	29.3
Cc1cccc(NC(=O)CC2c3ccccc3Oc3ccccc32)c1	-1.8	-1.3	-5.6	2.0	-3.9	·	-0.8	4.7
C[C@H](CO)N1C[C@H](C)[C@H](CN(C)Cc2ccc(-c3ccccc3)cc2)OCc2cn(nn2)CCCC1=O	·	2.6	·	17.3	15.7	-0.3	2.0[16.7 µM]	-8.9
C[C@@H]1CN([C@H](C)CO)C(=O)c2cc(NC(=O)Nc3ccc4c(c3)OCO4)ccc2O[C@@H](C)CCCCO[C@H]1CN(C)Cc1ccncc1	0.7	·	1.1	-6.4	·	-0.8	-1.1[16.7 µM]	-19.3
NC(=O)c1[nH]cnc1N	-0.1&-7.3	10.4&3.7	-2.2&-0.7	-6.7	6.6&-3.3	-2.6&-3.8	-1.9	-1.6&9.4
Cc1noc(C)c1C(=O)OCC(=O)Nc1ccccc1SCC#N	9.0	1.4	1.7	·	5.9	1.3	·	22.4
Cc1ccc(-c2cn(-c3ccccc3)c(SCC(=O)NC3CCS(=O)(=O)C3)n2)cc1C (stereo not drawn)	4.4	0.8	-7.8	-10.0	·	·	1.6	20.9

# (further entries)
Structure	PglD DTNB	FN deposition inh	Cneo AK release	PGC1a acetyl inh	Statin myotox sup	F508del corr	miR-122 sensor	INS-1E GSIS act
COC(=O)c1ccc2c(c1)NC(=O)C(N1CCCCC1)S2 (stereo not drawn)	2.8	-8.4	1.7	-33.3	-6.8	·	0.9	-11.0
O=C(C[C@H]1CC[C@@H]2[C@H](COC[C@@H](O)CN2S(=O)(=O)c2ccccc2)O1)NCCN1CCCCC1	-4.8	4.8	3.0	6.8	4.2	0.6	0.9[16.7 µM]	13.1
C=CCn1c(-c2cccc(OC)c2)nc2nc3ccccc3nc21	-1.3	17.0	-2.0	1.2	-4.4	·	-0.2	·
CCOC(=O)c1c(O)cc(OC)cc1CCc1ccccc1	2.7	-3.3	19.2	-2.5	-5.0	4.5	-2.1	6.3
CCc1cc2ccccc2nc1Cl	-3.5	14.7	-2.1	-6.5	4.4	-2.1	·	6.8
C[C@@H]1CN([C@@H](C)CO)C(=O)Cc2cc(NC(=O)C3CCCCC3)ccc2O[C@@H]1CN(C)Cc1ccc2c(c1)OCO2	1.9	·	48.2	-7.6	-11.9	-0.7	4.4[16.7 µM]	-1.9
N#Cc1ccccc1S(=O)(=O)N1CCN(C(=O)C2CC(=O)N(c3ccc4c(c3)OCCO4)C2)CC1 (stereo not drawn)	-0.1	-3.4	0.5	·	10.0	-0.9	·	6.9
CCN=C1SC(CC(N)=O)C(=O)N1CC (stereo not drawn)	·	6.3	·	-17.0	-6.6	3.2	-0.4	12.2
CN1c2ccc(-c3ccc(C#N)cc3)cc2[C@@H]2[C@@H](CCN2C(=O)c2cccc(F)c2)[C@H]1CO	0.2	-11.2	-5.5	8.1	2.7	0.8	7.0[16.7 µM]	11.0
OC(COc1ccc(CNCCc2ccccc2F)cc1)CN1CCCCC1 (stereo not drawn)	·	5.3	·	-3.3	·	-3.5	·	22.1
O=C(c1ccco1)N1CCN(C(c2cccs2)c2nnnn2C2CCCC2)CC1 (stereo not drawn)	-0.3	·	13.2	-5.0	7.3	·	2.4	·
COc1ccc(NC(=S)N/N=C2/CCCc3c(C)cc(C)cc32)cc1	-5.2	·	1.9	-8.5	-65.1	·	-3.7	·
O=C(CN1C(=O)C(=O)N(C2CCCC2)C1=O)Nc1ccc([N+](=O)[O-])cc1	0.3	5.2	0.1	5.9	1.0	4.7	-7.4	4.3
CN1CCC(=NNC(=O)COc2ccc(Cl)cc2)CC1	·	6.1	·	1.5	15.8	-1.1	-3.5	-37.4
Cc1occc1-c1nnc(SCC(=O)Nc2ccc3c(c2)OCO3)n1CC1CCCO1 (stereo not drawn)	5.5	6.2	-4.3	-2.9	-4.2	·	-2.6	·
CC1CCC/C(=C\c2ccc(O)cc2)C1=O (stereo not drawn)	6.3	17.9	-2.6	6.1	-5.1	0.1	1.8	·
O=C(CCCOc1ccccc1)N1CCN(c2ccccc2)CC1	-8.9	·	6.8	11.8	30.1	·	-5.9	-21.9
O=C(OC(C(=O)NC1CCCCC1)c1ccccc1)c1ccco1 (stereo not drawn)	-4.1	9.2	-2.8	6.0	13.8	·	-2.1	·
COc1ccc(/C=C/C(=O)NC(=S)N2CCCCC2)cc1OC	-3.6	0.4	5.2	23.6	-5.2	-2.8	3.3	13.3
O=C(N/N=C/c1ccncc1)c1ccc(-n2cccc2)cc1	6.0	2.8	3.4	-2.1	·	·	-8.0	3.6
O=S(=O)(NCc1ccccc1)c1ccc(F)cc1Br	4.7	6.3	0.8	·	-1.9	2.1	33.5	-29.2
COc1ccc(S(=O)(=O)Nc2cccc3c2O[C@H](CN(C)S(=O)(=O)c2ccc(C)cc2)[C@H](C)CN([C@@H](C)CO)C3=O)cc1	-1.5	·	4.1	0.7	33.5	0.5	-4.9[16.7 µM]	-9.9
c1ccc(-c2nnc(SCc3ccncc3)o2)cc1	-2.8	-1.7	-2.2	-3.0	-0.8	-1.7	-1.2	8.1
O=C(O)c1ccccc1N=Nc1c(O)[nH]c2ccc([N+](=O)[O-])cc12	-1.2	·	-3.1	5.1	-5.1	·	·	·
CCCC(=O)Nc1ccc2c(c1)C(=O)N(C)[C@@H]1CC[C@@H](CC(=O)NCCCN(C)C)O[C@H]1CO2	-0.2	-4.5	0.9	1.5	2.7	0.0	-1.5[16.7 µM]	11.6

# Copied from the list.
# Under Cneo AK release, O=S(=O)(NCc1ccccc1)c1ccc(F)cc1Br has the entry 0.8
# Under miR-122 sensor, O=C(CCCOc1ccccc1)N1CCN(c2ccccc2)CC1 has the entry -5.9
# Under Cneo AK release, Cc1ccc(-c2cn(-c3ccccc3)c(SCC(=O)NC3CCS(=O)(=O)C3)n2)cc1C (stereo not drawn) has the entry -7.8

# (further entries)
Structure	PglD DTNB	FN deposition inh	Cneo AK release	PGC1a acetyl inh	Statin myotox sup	F508del corr	miR-122 sensor	INS-1E GSIS act
Cc1noc(C)c1COc1cccc(C(=O)NCc2ccccc2Cl)c1	0.2	·	-0.5	-15.2	4.9	·	1.4	·
O=C(N[C@H]1CC[C@@H](CCNS(=O)(=O)c2cccc(Cl)c2)O[C@H]1CO)c1ccc(F)cc1	-2.4	-1.5	5.2	-12.3	5.4	2.0	·	-15.0
CCCNC(=O)N(C)C[C@@H]1Oc2ncc(-c3ccncc3)cc2C(=O)N([C@H](C)CO)C[C@@H]1C	-4.8&-0.8&0.6	1.5&2.4	-0.9&-0.4&-0.6	-0.6&-2.3	-1.6&2.9&29.5	-0.6&0.8&1.9	-1.9	3.7&28.0
Cc1occc1-c1nnc(SCC(=O)NCc2cccs2)n1-c1ccc(F)cc1	4.8	·	-2.6	-15.9	2.0	·	-6.8	·
CCCCCCOc1ccc(OCC(O)CN2C(=O)NC(C)(C)C2=O)cc1 (stereo not drawn)	2.5	·	0.1	11.9	-24.5	-0.3	·	-1.0
COc1ccc(CC(=O)OC(C)C(=O)NCc2ccc3c(c2)OCO3)cc1OC (stereo not drawn)	-4.0	-4.4	5.8	-6.5	10.6	1.4	·	35.5
